Source: PubChem BioAssay
TNFa cytotox – toxic to HUVEC cells under TNF alpha stimulation; HUVEC TNFalpha-stimulated, Hoechst cell count, imaging; cell count reduction, % at 2 µM; 93,000 tested, 0.17% active; AID 848;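 active = cell count reduction exceeding the screen mean by over 5 SD, scaled to untreated wells per plate, cut at about 78% in these data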;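 note: cells counted after 24 h of TNF alpha exposure following the 1 h pretreatment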
PTPN22 inh 2 – blocks human PTPN22 phosphatase activity | Q9Y2R2 | recombinant LYP catalytic domain, DiFMUP fluorescence | inhibition, % at 2 µM | 96,000 tested, 0.21% active | AID 640;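 active = inhibition at 2 µM at or above a set limit, the screen mean plus 3 SD, cut at about 24% in these data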;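 note: 0% = DMSO with enzyme and 100% = enzyme fully blocked by orthovanadate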
LYP act – LYP (human) phosphatase activation | Q9Y2R2 | recombinant LYP, DiFMUP fluorescence; 0 = plate median, 100 = signal doubled | activation, % at 2 µM | 96,000 tested, 0.11% active;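 active = activation at 2 µM above a set limit, the mean plus 5 SD, cut at about 37% in these data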
HUVEC tox IL1B – toxic to HUVEC cells under IL-1B stimulation; HUVEC cell count loss, Hoechst imaging, IL-1B stimulated; cell count reduction, % at 2 µM; 94,000 tested, 0.41% active; AID 845;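 active = cell count reduction more than 3 SD above the screen-wide mean, cut at about 70% in these data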;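 note: normalized per plate to untreated control cells as the no-loss baseline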
FAK blocker – blocks human focal adhesion kinase activity. 97,000 tested, 0.84% active. inhibition, %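 (tested at 7 µM)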. AID 727. Q05397. biochemical FAK kinase activity assay; in the data active = inhibition above about 19%;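 note: 0% = DMSO and 100% = reference compound high control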
Pyk2 oligo antag – antagonists of human Pyk2 oligomerization; Q14289; Q293 cells, Pyk2 FERM NanoBiT luminescence; stronger effect = lower value; z-score (the deposit names both 25 µM and 10 µM); 99,000 tested, 0.83% active; AID 1347419;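 active = Z-score of -3 or lower, scaled per plate to the spread of control and sample wells; inactive = z-score above -3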;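 note: negative z-score means lost luminescence so less FERM oligomerization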
Target sequence (Q14289 whole entry, looked up): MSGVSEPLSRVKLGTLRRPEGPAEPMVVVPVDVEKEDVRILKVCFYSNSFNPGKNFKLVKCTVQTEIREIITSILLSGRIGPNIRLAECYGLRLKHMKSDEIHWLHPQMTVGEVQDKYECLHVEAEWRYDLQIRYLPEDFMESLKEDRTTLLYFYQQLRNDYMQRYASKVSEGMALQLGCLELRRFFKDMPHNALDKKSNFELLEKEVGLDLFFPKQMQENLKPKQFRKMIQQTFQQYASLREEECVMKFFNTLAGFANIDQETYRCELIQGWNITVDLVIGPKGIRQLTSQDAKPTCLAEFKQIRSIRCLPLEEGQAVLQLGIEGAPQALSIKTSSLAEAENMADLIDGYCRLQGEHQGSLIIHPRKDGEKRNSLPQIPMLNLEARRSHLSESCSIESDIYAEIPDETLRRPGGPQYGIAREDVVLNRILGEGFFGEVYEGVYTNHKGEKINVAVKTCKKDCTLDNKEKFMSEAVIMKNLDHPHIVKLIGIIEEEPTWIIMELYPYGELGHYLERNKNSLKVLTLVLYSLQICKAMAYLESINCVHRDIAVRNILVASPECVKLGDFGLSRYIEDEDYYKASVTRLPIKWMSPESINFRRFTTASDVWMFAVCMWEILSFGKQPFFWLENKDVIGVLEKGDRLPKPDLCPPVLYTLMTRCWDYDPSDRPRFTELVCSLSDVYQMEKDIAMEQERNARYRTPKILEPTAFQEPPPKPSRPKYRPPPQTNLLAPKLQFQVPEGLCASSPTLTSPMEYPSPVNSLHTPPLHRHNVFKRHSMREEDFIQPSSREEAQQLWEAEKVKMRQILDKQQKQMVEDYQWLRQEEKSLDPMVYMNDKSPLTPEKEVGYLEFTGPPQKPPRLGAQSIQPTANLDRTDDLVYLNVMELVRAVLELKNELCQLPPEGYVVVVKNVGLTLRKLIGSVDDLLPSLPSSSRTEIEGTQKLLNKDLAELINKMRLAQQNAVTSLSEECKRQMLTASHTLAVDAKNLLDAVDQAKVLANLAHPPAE
VCAM1 TNFa inh – reduces TNF alpha induced VCAM1 expression in HUVEC; HUVEC TNFa-induced VCAM-1 immunofluorescence, high-content imaging; inhibition, % at 2 µM; 95,000 tested, 0.48% active;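 active = inhibition above the batch mean plus 3 SD, with images confirmed as a hit by eye, cut at about 37% in these data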;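 note: 0% = TNF-stimulated DMSO wells and 100% = unstimulated control wells; not every result past the cut was called active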
ERa coact inh – blocks coactivator binding to human estrogen receptor alpha | TR-FRET ER-alpha LBD / SRC-1 peptide, estradiol-bound | inhibition, % at 25.6 µM | 86,000 tested, 1.7% active; in the data active = inhibition above about 50%;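 note: 0% = receptor plus peptide control and 100% = peptide only without receptor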
F-actin modifier – alters cytoskeleton assembly in HUVEC cells | HUVEC TNFa F-actin phalloidin imaging, high content | inhibition, % at 2 µM | 91,000 tested, 0.18% active | AID 836;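 active = inhibition above the batch mean plus 3 SD and confirmed as a hit by visual image inspection, cut at about 30% in these data, passing the limit was not always enough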; note: strong numbers were not always called active
* marks the source's active call; other numbers are inactive results; nt = no result given; [ ] = dose if it differs, or a comment.

Below each SMILES – TNFa cytotox | PTPN22 inh 2 | LYP act | HUVEC tox IL1B | FAK blocker | Pyk2 oligo antag | VCAM1 TNFa inh | ERa coact inh | F-actin modifier
[1] O=C(NCc1ccc2c(c1)OCO2)c1c[nH]c2ccc(S(=O)(=O)N3CCOCC3)cc2c1=O
 : 8 | -11 | 9 | -1 | 1 | -0.73 | 17 | 17 | 13
[2] O=C(Nc1ccc2nc(-c3ccccc3)[nH]c2c1)c1cccs1
 : -31 | 14 | -12 | -100 | -3 | -1.3 | -20 | 2 | 28
[3] CC(=O)c1cc(CN2C(=O)CCC2=O)cs1
 : -15 | -4 | 5 | -34 | 1 | 2.2 | -15 | 5[fluorescence artefact?] | 4
[4] Cn1c(SCc2nc3ccccc3n2CCO)nc2ccccc21
 : -12 | -5 | 3 | -2 | -1 | -0.69 | -3 | 0 | -18
[5] O=C(CSc1nccn1-c1ccccc1)c1ccc(Cl)cc1
 : 1 | -9 | 12 | 3 | -1 | 0.08 | 10 | nt | -3
[6] CS(=O)(=O)N1CCN(c2ccccc2NC(=O)CSc2ccc(Cl)cc2)CC1
 : -16 | 0 | -4 | -15 | 1 | -0.62 | -6 | -3[fluorescence artefact?] | -7
[7] CCOC(=O)c1cnc(SC2CC(=O)N(c3ccc(OC)c(OC)c3)C2=O)nc1N (configuration not stated)
 : -5 | 1 | -2 | 15 | -1 | 0.78 | -2 | -1 | -12
[8] COc1ccc(-c2cc(C(=O)Oc3ccc([N+](=O)[O-])cc3)c3ccccc3n2)cc1
 : 3 | 15 | -13 | -11 | 9 | 0.18 | -9 | nt | 11
[9] O=C(Nc1ccccc1)c1ccc2nsnc2c1
 : 5 | 6 | -4 | -24 | 1 | 2.1 | -11 | nt | -1
[10] CCN=c1sc(C(=O)NCCc2ccccc2)cc(=O)n1CC
 : 8 | -16 | 15 | -17 | -4 | -1.7 | 5 | -7 | -23
[11] CCN(CC)CCNC(=O)CCc1nn(C)c(=O)c2ccccc12
 : -18 | 5 | -7 | -6 | -3 | 0.35 | 4 | 3[fluorescence artefact?] | 2
[12] CCc1ccc2[nH]c(=O)c(CN(Cc3ccc(F)cc3)C(c3nnnn3CCN3CCOCC3)C(C)C)cc2c1 (configuration not stated)
 : -16 | -9 | 4 | -8 | -1 | -0.53 | 14 | 1 | nt
[13] CCN1CC=C2C(C#N)=C(N)C(C#N)(C#N)[C@H](c3ccoc3)[C@H]2C1
 : 6 | -2 | 4 | 7 | 5 | 0.18 | -9 | -1 | -13
[14] Cc1cc(C)n(-c2nnc(C)n2/N=C/c2ccco2)n1
 : -14 | -9 | 9 | -14 | 1 | 0.81 | 12 | 4 | -1
[15] C/C(N)=C(/C#N)C(=O)COC(=O)COc1ccc(Cl)cc1C
 : -11 | 0 | -3 | -7 | 0 | 0.78 | 33 | nt | -15

Some of these compounds in order of count of non-hydrogen atoms, descending.
Below each SMILES – TNFa cytotox | PTPN22 inh 2 | LYP act | HUVEC tox IL1B | FAK blocker | Pyk2 oligo antag | VCAM1 TNFa inh | ERa coact inh | F-actin modifier
[12] CCc1ccc2[nH]c(=O)c(CN(Cc3ccc(F)cc3)C(c3nnnn3CCN3CCOCC3)C(C)C)cc2c1 (configuration not stated)
 : -16 | -9 | 4 | -8 | -1 | -0.53 | 14 | 1 | nt
[1] O=C(NCc1ccc2c(c1)OCO2)c1c[nH]c2ccc(S(=O)(=O)N3CCOCC3)cc2c1=O
 : 8 | -11 | 9 | -1 | 1 | -0.73 | 17 | 17 | 13
[7] CCOC(=O)c1cnc(SC2CC(=O)N(c3ccc(OC)c(OC)c3)C2=O)nc1N (configuration not stated)
 : -5 | 1 | -2 | 15 | -1 | 0.78 | -2 | -1 | -12
[6] CS(=O)(=O)N1CCN(c2ccccc2NC(=O)CSc2ccc(Cl)cc2)CC1
 : -16 | 0 | -4 | -15 | 1 | -0.62 | -6 | -3[fluorescence artefact?] | -7
[4] Cn1c(SCc2nc3ccccc3n2CCO)nc2ccccc21
 : -12 | -5 | 3 | -2 | -1 | -0.69 | -3 | 0 | -18
[10] CCN=c1sc(C(=O)NCCc2ccccc2)cc(=O)n1CC
 : 8 | -16 | 15 | -17 | -4 | -1.7 | 5 | -7 | -23
[5] O=C(CSc1nccn1-c1ccccc1)c1ccc(Cl)cc1
 : 1 | -9 | 12 | 3 | -1 | 0.08 | 10 | nt | -3
[14] Cc1cc(C)n(-c2nnc(C)n2/N=C/c2ccco2)n1
 : -14 | -9 | 9 | -14 | 1 | 0.81 | 12 | 4 | -1
[9] O=C(Nc1ccccc1)c1ccc2nsnc2c1
 : 5 | 6 | -4 | -24 | 1 | 2.1 | -11 | nt | -1
[3] CC(=O)c1cc(CN2C(=O)CCC2=O)cs1
 : -15 | -4 | 5 | -34 | 1 | 2.2 | -15 | 5[fluorescence artefact?] | 4

Given as tab-separated lines: part of the list above
#	Compound	TNFa cytotox	PTPN22 inh 2	LYP act	HUVEC tox IL1B	FAK blocker	Pyk2 oligo antag	VCAM1 TNFa inh	ERa coact inh	F-actin modifier
5	O=C(CSc1nccn1-c1ccccc1)c1ccc(Cl)cc1	1	-9	12	3	-1	0.08	10	nt	-3
11	CCN(CC)CCNC(=O)CCc1nn(C)c(=O)c2ccccc12	-18	5	-7	-6	-3	0.35	4	3[fluorescence artefact?]	2

Continued.
Below each SMILES – TNFa cytotox | PTPN22 inh 2 | LYP act | HUVEC tox IL1B | FAK blocker | Pyk2 oligo antag | VCAM1 TNFa inh | ERa coact inh | F-actin modifier
[16] COC(=O)/C=C/CSC1=N/C(=C/c2ccc(-n3cncn3)cc2)C(=O)N1
 : -13 | 9 | -7 | -8 | 1 | -0.44 | 7 | nt | 11
[17] CCOC(=O)c1sc(N(C)C(C)=O)nc1C
 : 8 | -5 | 7 | 3 | -3 | -0.09 | 10 | -2 | -24
[18] CCN(C(=O)CSc1nnc(Cc2cccc3ccccc23)n1N)C1CCS(=O)(=O)C1 (configuration not stated)
 : -11 | -4 | 0 | -3 | 1 | -0.03 | -5 | -10 | 3
[19] O=C1OCc2cc(NC(=O)C34CC5CC(CC(C5)C3)C4)ccc21
 : -15 | -1 | 3 | 17 | 9 | -0.78 | 4 | 1 | -32
[20] O=C(c1cccs1)N1CCN(CCc2ccccc2)CC1
 : -11 | -3 | 3 | 8 | 1 | -0.17 | 9 | -1 | 3
[21] COc1ccc(-n2c(Cc3cccn3C)nnc2SCC(=O)Nc2ccc(Cl)cc2)cc1
 : 2 | 4 | -6 | 2 | 1 | nt | 8 | -5 | 2
[22] Cc1cc(Cl)ccc1NC(=O)CSc1nnc(-c2ccncc2)n1Cc1ccco1
 : -8 | 6 | -6 | 0 | -5 | 1.3 | -9 | -14 | 17
[23] O=C(CCCc1nc(-c2ccc(Cl)cc2)no1)Nc1cccnc1
 : -13 | -1 | 0 | 39 | 0 | 0.89 | 8 | -8 | -4
[24] CC(C)Cc1cc(C(=O)Nc2cccnc2)no1
 : -21 | -2 | -1 | 4 | -3 | nt | -8 | -3 | -11
[25] CCOc1ccc2[nH]c(=O)c(C(c3nnnn3CCOC)N3CCOCC3)cc2c1 (configuration not stated)
 : -14 | 4 | -5 | -3 | -7 | 1 | -2 | 1 | 53
[26] CCOc1ccc(C(=O)CCc2nc3ccccc3s2)cc1
 : -17 | -8 | 11 | -45 | 5 | -3.3* | 31 | nt | 10
